# Compound activity: PubChem, National Center for Advancing Translational Sciences (NCATS)
# BAZ2B inh: BAZ2B (human) inhibition. AID 504333. 360,000 tested, 4.4% active. Q9UIF8. Potency, µM (series often up to 114 µM), inactives show at the highest dose activity change, negative = inhibition, hits mostly inhibitors. AlphaScreen BAZ2B-H3K14Ac peptide displacement; further: on the % scale 0 is the no-effect control and ±100 the full control effect; nearly all actives have a fitted effect of over 60% in size
#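 BAZ2B 50 nM plus b-H3(5-23)K14Ac 50 nM, PBS pH 7.4/0.01% Tween-20, 30 min RT; compound added (max 110 uM), 30 min RT; streptavidin donor/Ni-chelate acceptor beads 10 ug/mL final, 20 min dark; AlphaScreen read.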
# G9a block: G9a (human) methyltransferase inhibition; Q96KQ7; G9a H3K9 monomethylation, AlphaScreen, 2 h; Potency, µM (series often up to 102 µM), inactives show top-dose activity, negative = inhibition, actives largely listed as inhibitors; 350,000 tested, 8.8% active; further: on the % scale 0 is the no-effect control and ±100 the full control effect; nearly all actives have a fitted effect of over 75% in size
# Target sequence (Q96KQ7 913-1193 limits assumed): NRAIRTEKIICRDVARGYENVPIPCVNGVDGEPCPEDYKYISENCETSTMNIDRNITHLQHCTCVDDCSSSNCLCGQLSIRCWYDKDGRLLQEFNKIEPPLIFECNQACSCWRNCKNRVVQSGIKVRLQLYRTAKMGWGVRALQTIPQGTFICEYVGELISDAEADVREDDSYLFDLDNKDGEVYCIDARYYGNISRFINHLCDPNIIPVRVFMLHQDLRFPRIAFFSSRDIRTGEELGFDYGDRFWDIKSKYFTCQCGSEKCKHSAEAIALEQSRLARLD
#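 AlphaScreen detection with an anti-monomethyl H3K9 antibody quantified product after a 2 h room-temperature reaction containing 500 nM biotinylated H3K9 peptide, 20 µM SAM and 20 nM enzyme, which had been preincubated 15 min with compound.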
# PGK inhibitor: blocks T. brucei phosphoglycerate kinase; P07378; PGK/GAPDH coupled, Kinase-Glo luminescence, 60 min; Potency, µM (series often up to 57.5 µM), inactives show at the top dose activity change, negative = inhibition, actives largely listed as inhibitors; 380,000 tested, 0.043% active; further: on the % scale 0 is the no-effect control and ±100 the full control effect; nearly all actives have a fitted effect of over 60% in size
#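 Luminescent ATP detection (Kinase-Glo Plus) follows a 60-minute room-temperature incubation, with wells lacking PGK as controls. Buffer: 100 mM TEA (pH 7.6), 5 mM MgCl2, 0.01% Tween-20. Coupling enzyme GAPDH (100 nM final) supplies unstable 1,3-BPG in-well.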
# Pol iota inh: DNA polymerase iota (human) inhibition. Potency, µM (top dose mostly 115 µM), for inactives: top-dose activity, negative = inhibition, most hits filed as inhibitors. Q9UNA4. 390,000 tested, 1% active. Pol iota fluorescent replication assay, 10 min. AID 588590
#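 Fluorescent replication assay read twice, at 0 min and 10 min after adding 50 nM (final) substrate. Enzyme (10 nM) and compounds were first incubated 15 min at room temperature; enzyme-free buffer wells were negative controls.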
# HP1b chromo inh: inhibitors of HP1-beta chromodomain binding to methylated histone tails | P83916 | AlphaScreen HP1-beta / biotin-H3K9me3 peptide binding | Potency, µM (highest dose often 114 µM), without a hit: at the highest dose activity change, negative = inhibition, usual class: inhibitors | 390,000 tested, 0.56% active | AID 540317; further: nearly all actives have a fitted effect of over 70% in size; inactives centre near 23
#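 AlphaScreen: HP1-beta (50 nM) preformed 30 min with biotin-H3(1-18)K9me3 peptide (50 nM) in PBS pH 7.4, 0.01% Tween-20. Compound added for 30 min at RT, then streptavidin donor/nickel chelate acceptor beads (10 ug/mL) for 30 min.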
# BLM helicase inh: inhibitors of human Bloom syndrome helicase BLM; P54132; recombinant BLM DNA unwinding, fluorescence dequenching; Potency, µM (series often up to 56.1 µM), for the others: at the highest dose activity change, negative = inhibition, hits mostly inhibitors; 350,000 tested, 0.2% active; AID 2528;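 further: plate controls were vehicle for no effect and no enzyme for full effect; nearly all actives have a fitted effect of over 35% in size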
# GLS inhibitor: blocks human kidney-isoform glutaminase activity. AID 624170. O94925. Potency, µM (highest dose often 45.5 µM), for the others: at the highest dose activity change, negative = inhibition, hits mostly inhibitors. GLS enzymatic activity, qHTS titration. 410,000 tested, 0.21% active; further: on the % scale 0 is the no-effect control and ±100 the full control effect
# Target sequence (O94925 whole entry, looked up, canonical isoform): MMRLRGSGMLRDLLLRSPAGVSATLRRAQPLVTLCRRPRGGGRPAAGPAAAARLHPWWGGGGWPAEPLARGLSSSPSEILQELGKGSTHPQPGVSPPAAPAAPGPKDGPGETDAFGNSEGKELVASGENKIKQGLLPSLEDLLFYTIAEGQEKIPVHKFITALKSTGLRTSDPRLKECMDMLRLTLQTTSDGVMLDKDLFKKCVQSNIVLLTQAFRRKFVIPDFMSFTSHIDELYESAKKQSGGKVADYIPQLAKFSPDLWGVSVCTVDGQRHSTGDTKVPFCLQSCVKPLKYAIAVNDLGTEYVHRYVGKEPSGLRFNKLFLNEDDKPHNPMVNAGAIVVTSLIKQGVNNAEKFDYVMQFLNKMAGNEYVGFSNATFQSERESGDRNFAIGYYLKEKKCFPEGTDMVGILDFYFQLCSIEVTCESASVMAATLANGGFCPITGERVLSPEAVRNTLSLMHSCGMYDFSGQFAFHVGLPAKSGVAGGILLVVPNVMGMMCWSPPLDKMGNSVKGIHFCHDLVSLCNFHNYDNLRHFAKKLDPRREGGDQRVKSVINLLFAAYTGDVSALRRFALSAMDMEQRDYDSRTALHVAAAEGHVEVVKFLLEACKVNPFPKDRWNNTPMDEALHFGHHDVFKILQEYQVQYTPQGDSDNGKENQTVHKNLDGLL
#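 Coupled fluorescence readout: glutamate oxidase/HRP/Amplex Red detect glutamate formed by hKGA from L-glutamine (1 mM solution added). Buffer 45 mM KH2PO4 pH 8.2, 0.02% Tween-20; reads at t0 and 30 min RT.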
# JMJD2A Tudor inh: inhibitors of human JMJD2A Tudor domain | O75164 | AlphaScreen JMJD2A-Tudor / H3K4me3 peptide binding | Potency, µM (series often up to 114 µM), without a hit: top-dose activity change, negative = inhibition, most hits filed as inhibitors | 390,000 tested, 4.4% active | AID 504339; further: on the % scale 0 is the no-effect control and ±100 the full control effect; nearly all actives have a fitted effect of over 50% in size
# Pin1 inh: inhibitors of human Pin1. Q13526. AID 504891. 390,000 tested, 0.009% active. Potency, µM (top dose mostly 115 µM), for the others: at the highest dose activity, negative = inhibition, actives largely listed as inhibitors. Pin1 FP peptide displacement, HiFluor488, 10 min; active means well fitted inhibition curve with a large enough effect in the polarisation, with a control signal flat, not every such curve was filed as active; inconclusive means small, poorly fitted or top-dose-only effect, or effect the other way, or a change in a side signal; inactive means no such curve, though single readings can be large or run the other way; the % refers to the polarisation; further: on the % scale 0 is the no-effect control and ±100 the full control effect
# Target sequence (Q13526 whole entry, looked up): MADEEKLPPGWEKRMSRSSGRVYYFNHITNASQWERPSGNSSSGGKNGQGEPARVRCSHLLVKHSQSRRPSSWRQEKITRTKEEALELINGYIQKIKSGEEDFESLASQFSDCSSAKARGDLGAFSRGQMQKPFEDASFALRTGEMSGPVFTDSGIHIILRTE
# Starred values were filed as active, the others as inactive; i = inactive; ? = inconclusive; . = not tested or not shown; & = joins results of further samples; [ ] = remark or other dose. Unless noted, the call rests on the fitted dose curve; in most records, active means well fitted curve in the direction sought with a large enough effect; inconclusive means small, poorly fitted or top-dose-only effect, or another doubt; inactive means no such curve, though single readings can be large; an effect the other way counts as inactive or inconclusive. Potency means the concentration at half of the fitted maximal effect. An excerpt, so the mix of outcomes need not match the whole.
SMILES,BAZ2B inh,G9a block,PGK inhibitor,Pol iota inh,HP1b chromo inh,BLM helicase inh,GLS inhibitor,JMJD2A Tudor inh,Pin1 inh
O=C(Cn1c(=O)oc2cc(S(=O)(=O)NCc3ccccc3)ccc21)NCc1ccccc1Cl,-6%,7%[59 µM],9%,-13%,16%,-7%,1%,-2%,20%
Cc1ccc(C23CCC(=O)N2C(C(=O)O)CS3)c(C)c1 (stereo unspecified),-18%,-10%,2%,-13%,8%,-1%,3%,-17%,-2%
Oc1c(C(c2ccc(F)cc2)N2CCN(Cc3ccccc3)CC2)sc2nc(-c3ccco3)nn12 (stereo unspecified),?,?,10%,14%,12%,-2%,2%,-35%,5%
CC(C)CNC(=O)COC(=O)c1cccc(S(=O)(=O)NCC(F)(F)F)c1,-9%,-1%[12.7 µM],-9%,-16%,11%,-1%,-1%,-7%,0%
CCCCN(C(=O)c1cccc(S(=O)(=O)N(CC)c2ccccc2)c1)c1c(N)n(CC(C)C)c(=O)[nH]c1=O,.,.,i,-17%,38%,.,-12%,-11%,7%
Cc1ccsc1C(=O)Nc1ccccc1N1CCOCC1,-6%,10%[12.7 µM],-2%,14%,49%[activator],-3%,2%,-4%,6%
Cc1cc(C)c2c(N)c(C(=O)NN3CC(=O)N(c4ccccc4F)CC3=O)sc2n1,8%,1%,3%,7%,39%[activator],0%,13%,14%,3%
CCNC(=S)NNC(=O)c1ccncc1,-15%,9%,9%,11%,33%,-1%,8%,-7%,2%
CCCCOC(=O)/C(C#N)=C/c1ccc(-c2ccc(Br)cc2)o1,2%,-27%[59 µM],0%,12%,25%,-3%,3%,-8%,1%
O=C(C1CC1)N1CCc2cc(S(=O)(=O)NCCC3=CCCCC3)ccc21,14%[57.1 µM],?,i,-6%,24%,-12%,-2%,-13%,-3%
CCOc1ccccc1OC(C)C(=O)Nc1ccc(S(=O)(=O)N2CCCC2)cc1 (stereo unspecified),-4%,29%,-2%,-13%,18%,-4%,-7%,-2%,4%
COc1ccc(CCNS(=O)(=O)c2cc(-c3cc(C)no3)ccc2OC)cc1OC,-3%,-17%[59 µM],i,10%,27%,0%,-2%,-7%,17%
CCc1ccccc1NC(=O)CN(C)C(=O)CSc1nnc(Nc2cccc(C)c2C)s1,-10%,16µM*,-4%,6%,19%,2%,8%,-19%,-2%
O=C(CSc1nnc(-c2ccncc2)n1-c1ccccc1)Nc1ccc(C(=O)O)cc1,4%,50µM*,0%,7%,3%,-9%,-1%,-9%,0%
O=C(CN1C2CCCC1CC(NC(=O)c1ccccc1)C2)Nc1nccs1 (stereo unspecified),-4%,-3%[59 µM],-6%,-2%,7%,2%,8%,-16%,-7%
CCOC(=O)c1cc(C)sc1/N=C/C1C(=O)CC(C)(C)CC1=O,6%,19%[59 µM],-4%,-10%,45%[activator],-1%,-1%,-10%,-2%
Cc1ccc(/C=C/c2onc(C)c2S(=O)(=O)N2CCC(C(=O)N3CCC(N(C)C(C)C)CC3)CC2)cc1,-11%,-4%[59 µM],-2%,-2%,12%[57 µM],-5%,0%,-35%,-3%
O=C(NCc1ccc(F)cc1)c1cccc2c1C(=O)c1ccc(N3CCC(Cc4ccccc4)CC3)cc1S2(=O)=O,.,.,-8%,-2%,61%[activator],.,-2%,7%,.
CCOc1ccc(Cl)cc1CSc1n[nH]c(C)n1,-16%,16%,0%,119%[activator],43%[activator],-5%,1%,-14%[11.4 µM],-9%
Cc1cc2nnc(SCC(=O)N(C)C3CCS(=O)(=O)C3)n2c2ccccc12 (stereo unspecified),5%,-3%,1%,8%,30%,-3%,-5%,-20%,1%

# Quoted at random: 3 compounds from above, in no set order.
SMILES,BAZ2B inh,G9a block,PGK inhibitor,Pol iota inh,HP1b chromo inh,BLM helicase inh,GLS inhibitor,JMJD2A Tudor inh,Pin1 inh
CCOc1ccc(Cl)cc1CSc1n[nH]c(C)n1,-16%,16%,0%,119%[activator],43%[activator],-5%,1%,-14%[11.4 µM],-9%
CCOc1ccccc1OC(C)C(=O)Nc1ccc(S(=O)(=O)N2CCCC2)cc1 (stereo unspecified),-4%,29%,-2%,-13%,18%,-4%,-7%,-2%,4%
COc1ccc(CCNS(=O)(=O)c2cc(-c3cc(C)no3)ccc2OC)cc1OC,-3%,-17%[59 µM],i,10%,27%,0%,-2%,-7%,17%

# Next compounds:
SMILES,BAZ2B inh,G9a block,PGK inhibitor,Pol iota inh,HP1b chromo inh,BLM helicase inh,GLS inhibitor,JMJD2A Tudor inh,Pin1 inh
COc1ccc(N=C2C(=O)Nc3c(C)cccc32)cc1,?,50µM*,-8%,-3%,-7%,2%,-4%,?,-1%
O=C(CSc1nnc2c(n1)[nH]c1ccccc12)Nc1ccc(S(=O)(=O)Nc2ncccn2)cc1,.,-46%,-6%,-13%,69%[activator],-10%,2%,-10%,4%
Cc1nc2ccc(C(=O)Nc3ccc4nc[nH]c4c3)cc2[nH]1,?,45%,-8%,84%[activator],35%,-3%,-13%,-7%,2%
Cc1ccc(F)cc1N=Cc1c(O)c2ccccc2oc1=O,-12%,79µM*,-7%,4%,25%,-3%,0%,-12%,-1%
CCSc1nnc2ccc(-c3ccco3)nn12,.,?,5%,20%,60%[activator],-2%,-4%,6%[11.4 µM],-3%
CCc1nnc(NC(=O)c2cccnc2)s1,-38%,11%,-9%,3%,28%,-3%,-11%,-1%,1%
Cc1cccc(-n2c(O)c(C=Nc3cccc(O)c3)c3ccccc3c2=O)n1,-27%,-6%,-1%,47%[activator],-19%,-5%,55%[activator],-13%[11.4 µM],-5%
CCOP(=O)(Nc1ccc2oc(=O)c3ccccc3c2c1)OCC,-6%,14%,-2%,-3%,48%[activator],4%,0%,-6%,-3%
CC(NC(=O)CC1Nc2ccccc2NC1=O)c1ccccc1 (stereo unspecified),12%,10%[12.7 µM],-2%,0%,41%[activator],-7%,-4%,-15%,2%
COC(=O)[C@@H](c1ccccc1)N(C)S(=O)(=O)c1cccc(S(=O)(=O)N(C)[C@@H](C(=O)OC)c2ccccc2)c1,12%[57.1 µM],.,0%,36%[activator],99%[activator],-5%,3%,-1%,29%
CCOC(=O)Cc1nnc(NC(=O)C23CC4CC(CC(C4)C2)C3)s1,-11%,.,1%,14%,3%,-7%,5%,-11%,6%
CSc1ccc(CCNS(=O)(=O)c2ccc3c(c2)C(C)(C)C(=O)N3C)cc1,?,7%[59 µM],0%&-7%,-8%&27%,5%[57 µM],0%&-3%,15%&0%,-22%&-15%,-6%&-4%
Cc1cc(C)n2cc(CSc3nc4ccccc4[nH]3)nc2n1,-8%,20µM*,-2%,?,35%,-2%,11%,-4%,0%
CCCCNC(=O)NNc1nc(Cl)cc(C)c1C#N,-5%,32µM*,-1%,18%,36%,-4%,8%,7%,2%
COCCNc1cc(NCCOC)c([N+](=O)[O-])cc1[N+](=O)[O-],1%,-5%[59 µM],-1%,59%[activator],22%,3%,-11%,-11%,-8%
O=C1c2ccccc2CC1Sc1nnc(-c2ccncc2)o1 (stereo unspecified),-21%,?,-1%,22%,45%[activator],-1%,-11%,?,10%
Cn1c(SCC(=O)NC2CCCC2)nnc1-c1ccc(S(=O)(=O)N2CCOCC2)cc1,-5%,-7%[59 µM],-5%,20%,27%,0%,-1%,-5%,-4%
COc1ccc(NC(=S)c2ccccc2)cc1,-36%,13%[59 µM],-3%,14%,15%,2%,2%,-17%[57.1 µM],2%
Cc1cccc(NC(=O)CCC2CCN(C(=O)c3ccc(C)s3)CC2)c1,16%,27%,i,4%,46%[activator],1%,0%,-5%,-2%
COc1cccc(N(CC(=O)N2CCCC2)S(C)(=O)=O)c1,1%,16%[0.501 µM],i,5%,35%,-3%,-2%,-5%,-3%
COc1ccc(CNC(=O)CCc2c(C)nc3c(c(C)nn3-c3ccccc3)c2C)cc1,1%,12%[59 µM],-9%,46%[activator],46%[activator],-4%,-8%,-1%,9%
COc1cc2[nH]c(=O)n(CCC(=O)N3CCC(N4CCCCC4)CC3)c(=O)c2cc1OC,6%,.,-5%,26%,24%,-8%,1%,-15%,-6%
CCn1c(/C=C/c2cccc([N+](=O)[O-])c2)nc2ccccc2c1=O,0%[57.1 µM],10%,-3%,1%,8%,-3%,-2%,-14%,3%
COCC1CCCN(C(=O)c2ccc3nc(Cc4cccc(Cl)c4)oc3c2)C1 (stereo unspecified),-16%,24%,-5%,-1%,21%,-1%,0%,-1%,1%
CCCOc1ccc(-c2c(C(=O)N/N=C/c3ccc(C)o3)nnn2-c2nonc2N)cc1,-14%,5%,-8%,18%,11%,-1%,-8%,-12%,0%
O=C(C=P(c1ccccc1)(c1ccccc1)c1ccccc1)c1ccccc1-c1ccccc1C(=O)C=P(c1ccccc1)(c1ccccc1)c1ccccc1,.,.,-11%,4%,?,.,-2%,45µM*,?
O=C(COc1ccc(Cl)cc1)NCCNC(=O)c1cnccn1,4%,4%,1%,68%[activator],-15%,-7%,7%,-6%,-2%
CC1(C)Cc2c(cnn2-c2ccccc2)C(NC(=O)CCN2CCCC2=O)C1 (stereo unspecified),-1%,17%,i,-20%,40%[activator],0%,1%,-17%,3%
Cc1ccc(OC(=O)CSc2nnc(-c3ccc4c(c3)OCO4)o2)c(C)c1,-3%,-24%[59 µM],i,6%,37%,-1%,5%,-10%,0%
Oc1c(C(c2ccc(Cl)cc2Cl)N2CCN(c3ccccc3)CC2)sc2nc(-c3ccco3)nn12 (stereo unspecified),-15%,11µM*,-4%,13%,22%,-11%,8%,-28%,0%
O=C(O)c1ccccc1-c1ccccc1C(=O)Nc1cccc(-c2nc3ccccc3o2)c1,-13%,-38%,-3%,-29%,46%,-1%,-5%,-17%,-2%
CC(C)n1cnc2c(N(C)c3ccccc3)nc(N(CCN(C)C)Cc3ccccc3)nc21,32µM*,?,4%,9%,?,-11%,13%,45µM*,1%
CC(C)(C)n1nc2c(c1NC(=O)c1ccc([N+](=O)[O-])cc1)CS(=O)(=O)C2,-12%,-19%,-2%,-8%,24%,2%,-9%,-23%,2%
